Pol beta inh – inhibitors of human DNA polymerase beta; Pol beta primer extension/strand displacement, fluorescence kinetic; Potency, µM (titrated, usually from 114 µM), inactives show at the top dose activity change, negative = inhibition, hits mostly inhibitors; 1.3% of 340,000 active; AID 485314; further: potency means the concentration at half of the fitted maximal effect; on the % scale 0 is the no-effect control and ±100 the full control effect
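Enzyme-only controls used 10 nM Pol beta; buffer lacking enzyme served as negative control. Compound preincubated 15 min, then 50 nM substrate added; 0 and 10 min reads at room temperature.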
APEX1 inh – blocks human APE1 abasic DNA cleavage; P27695; Potency, µM (series often up to 65.8 µM), for the others: at the highest dose activity change, negative = inhibition, usual class: inhibitors; 0.35% of 350,000 active; recombinant APE1, TAMRA/BHQ-2 abasic DNA cleavage fluorescence;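 further: potency means the concentration at half of the fitted maximal effect; plate controls were vehicle for no effect and reference inhibitor for full effect; nearly all actives have a fitted effect of over 55% in size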
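Step 1: APE1 (0.75 nM) with compound, 15 min RT. Step 2: add 50 nM fluorophore/quencher THF duplex. Step 3: three fluorescence reads 60 s apart (525/598 nm); read 3 minus read 1 = reaction progress.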
POLH inh – DNA polymerase eta (human) inhibition | recombinant Pol eta, fluorescent DNA replication assay | Potency, µM (top dose mostly 114 µM), without a hit: at the top dose activity change, negative = inhibition, most hits filed as inhibitors | AID 588591 | 1.2% of 390,000 active | Q9Y253; further: potency means the concentration at half of the fitted maximal effect; on the % scale 0 is the no-effect control and ±100 the full control effect
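Pol eta (10 nM) was preincubated with compounds for 15 min at room temperature, after which fluorescent replication substrate (50 nM final) was added to start the reaction. Fluorescence was read kinetically at 0 and 10 min.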
BLM helicase inh – blocks DNA unwinding by human BLM helicase. recombinant BLM DNA unwinding, fluorescence dequenching. P54132. AID 2528. Potency, µM (highest dose often 56.1 µM), for inactives: at the highest dose activity change, negative = inhibition, actives largely listed as inhibitors. 0.2% of 350,000 active;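 further: potency means the concentration at half of the fitted maximal effect; plate controls were vehicle for no effect and no enzyme for full effect; nearly all actives have a fitted effect of over 35% in size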
Target sequence (P54132 whole entry, looked up): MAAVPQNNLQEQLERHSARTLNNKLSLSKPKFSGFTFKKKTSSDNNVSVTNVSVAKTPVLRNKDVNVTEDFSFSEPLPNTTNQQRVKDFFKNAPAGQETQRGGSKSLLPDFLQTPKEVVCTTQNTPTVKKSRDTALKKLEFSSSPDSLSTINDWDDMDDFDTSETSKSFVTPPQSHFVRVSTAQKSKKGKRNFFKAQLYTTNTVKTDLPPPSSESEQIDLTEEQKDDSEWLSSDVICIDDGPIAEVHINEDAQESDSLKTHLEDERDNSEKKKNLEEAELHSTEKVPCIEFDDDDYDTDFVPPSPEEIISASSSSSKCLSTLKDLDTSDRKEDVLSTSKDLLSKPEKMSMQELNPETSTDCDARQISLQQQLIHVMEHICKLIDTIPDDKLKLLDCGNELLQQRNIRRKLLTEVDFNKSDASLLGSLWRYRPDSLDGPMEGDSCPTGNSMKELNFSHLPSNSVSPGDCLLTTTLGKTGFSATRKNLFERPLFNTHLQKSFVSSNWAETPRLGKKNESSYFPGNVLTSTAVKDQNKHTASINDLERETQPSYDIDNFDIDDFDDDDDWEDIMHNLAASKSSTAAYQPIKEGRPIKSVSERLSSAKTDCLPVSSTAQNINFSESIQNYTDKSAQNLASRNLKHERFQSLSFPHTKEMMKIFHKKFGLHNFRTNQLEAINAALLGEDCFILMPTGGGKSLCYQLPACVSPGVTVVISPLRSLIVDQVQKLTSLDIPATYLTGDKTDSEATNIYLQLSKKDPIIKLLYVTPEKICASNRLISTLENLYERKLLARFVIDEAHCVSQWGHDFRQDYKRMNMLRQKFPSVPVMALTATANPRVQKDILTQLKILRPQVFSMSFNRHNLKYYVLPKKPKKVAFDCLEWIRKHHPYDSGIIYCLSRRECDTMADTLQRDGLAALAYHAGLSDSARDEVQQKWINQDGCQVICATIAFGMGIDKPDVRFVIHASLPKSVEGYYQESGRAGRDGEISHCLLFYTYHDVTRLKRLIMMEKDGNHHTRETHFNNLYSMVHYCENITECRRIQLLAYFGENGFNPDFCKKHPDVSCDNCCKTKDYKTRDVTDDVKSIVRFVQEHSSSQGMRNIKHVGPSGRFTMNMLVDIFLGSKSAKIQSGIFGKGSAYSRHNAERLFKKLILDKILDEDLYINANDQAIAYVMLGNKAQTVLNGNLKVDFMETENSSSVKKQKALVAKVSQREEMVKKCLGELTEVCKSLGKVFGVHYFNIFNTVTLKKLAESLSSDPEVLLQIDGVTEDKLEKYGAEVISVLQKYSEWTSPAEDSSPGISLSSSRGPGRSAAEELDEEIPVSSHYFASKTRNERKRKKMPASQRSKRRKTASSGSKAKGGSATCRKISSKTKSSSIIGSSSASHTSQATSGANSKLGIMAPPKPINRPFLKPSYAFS
Pol iota inh – blocks human DNA polymerase iota activity; 1% of 390,000 active; AID 588590; Q9UNA4; Potency, µM (highest dose often 115 µM), for inactives: at the highest dose activity, negative = inhibition, hits mostly inhibitors; Pol iota fluorescent replication assay, 10 min; further: potency means the concentration at half of the fitted maximal effect
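Pol iota at 10 nM preincubated 15 min with compounds at room temperature; reaction started with fluorescent substrate, 50 nM final. Fluorescence read kinetically at 0 and 10 min; buffer-only wells as negative control.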
Pol kappa inh – DNA polymerase kappa (human) inhibition | purified Pol kappa, fluorescent DNA synthesis assay, 10 min | 0.53% of 400,000 active | Potency, µM (doses to about 107 µM), for inactives: at the top dose activity, negative = inhibition, most hits filed as inhibitors | AID 588579 | Q9UBT6; further: potency means the concentration at half of the fitted maximal effect; on the % scale 0 is the no-effect control and ±100 the full control effect
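Pol kappa 10 nM + cpd, 15 min RT; start w/ substrate 50 nM final; fluorescence kinetic read, 0 and 10 min. Neg ctrl: buffer, no enzyme.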
Anesthetic bind – candidate novel general anesthetic via apoferritin binding | Potency, µM (top dose mostly 77.5 µM), for the others: at the top dose activity change, negative = displacement, hits mostly inhibitors | 0.074% of 350,000 active | apoferritin/1-aminoanthracene competitive binding, fluorescence | P02791; further: potency means the concentration at half of the fitted maximal effect; on the % scale 0 is the no-effect control and ±100 the full control effect; nearly all actives have a fitted effect of over 20% in size
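Probe: 1-aminoanthracene (50% saturated, PBS). Protein: horse-spleen apoferritin, 10 uM. Incubation: 10 min, room temperature. Detection: 380 nm excitation, 535 nm emission. Analysis: normalized response, four-parameter Hill.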
Glioma ERSR ind – ER stress response induction in glioma | U87-MG GRP78 promoter luciferase reporter, 16 h | AID 602332 | Potency, µM, without a hit: at the highest dose activation, actives largely listed as activators | 0.02% of 420,000 active; further: potency means the concentration at half of the fitted maximal effect; series mostly up to about 76 µM; % of control where 0% means no effect; nearly all actives have a fitted effect of over 35% in size
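ERSR induction read as luciferase luminescence (Bright-Glo, 10 min at room temperature) in stably transfected human U87-MG glioma cells exposed to compounds for 16 h, using GRP78 as sensor.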
LDHA block – blocks human lactate dehydrogenase A; purified LDHA, NADH/diaphorase-resazurin fluorescence; active compounds read low; 0.15% of 480,000 active; P00338; activity change, % (values are at about 110 or 230 µM); AID 1347041; in the data active means activity change below about -30%; inconclusive means mostly about -25% to -30%;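 further: plate controls were DMSO wells for no effect and wells without enzyme for full effect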
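Resorufin fluorescence (ex540/em590), read at 0 and 20 min after diaphorase/resazurin addition, reports the NADH left after a 5 min room-temperature reaction of 2 nM human LDH5 with 0.06 mM NADH and 0.2 mM pyruvate.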
An asterisk follows results filed as active; ? = inconclusive; / = not tested or not shown; & = joins results of further samples; [ ] = remark or other dose. Unless noted, the call rests on the fitted dose curve; in most records, active means well fitted curve in the direction sought with a large enough effect; inconclusive means small, poorly fitted or top-dose-only effect, or another doubt; inactive means no such curve, though single readings can be large; an effect the other way counts as inactive or inconclusive.

SMILES | Pol beta inh | APEX1 inh | POLH inh | BLM helicase inh | Pol iota inh | Pol kappa inh | Anesthetic bind | Glioma ERSR ind | LDHA block
CCOc1ccccc1N1CC(c2nc3ccccc3n2CCCCOc2ccccc2)CC1=O (configuration not stated) | 14.0% | / | -17.0% | -6.8% | 2.9% | -2.5% | 39.6%[activator] | -3.8% | -4.4
O=c1oc2ccccc2cc1-c1ccc(O)cc1 | 5.5% | 2.7% | -17.8% | 5.7% | -2.8% | -1.8% | -10.2% | 8.4% | 1.7
O=C(O)CNc1nc(Cl)ccc1[N+](=O)[O-] | 11.2% | -1.7% | -7.0% | -1.8% | 14.1% | -1.2% | -8.6% | -4.3% | -4.6
COCCn1c(C)cc(/C=C(\C#N)C(=O)OCC(=O)Nc2ccc(S(N)(=O)=O)cc2)c1C | / | 16.7% | -1.9% | / | 22.8% | -4.6% | / | -1.5% | -6.1
C/C(=N\NC1=NCCN1)c1ccccc1 | 1.1% | 2.4% | -14.3% | 3.2% | -9.6%[58.9 µM] | -9.5% | -7.8% | -2.7% | 0.1
O=C(Cc1ccccc1[N+](=O)[O-])OCC(=O)c1c[nH]c2ccccc12 | / | -8.1% | ? | / | 67.3%[activator] | -1.7% | / | 3.7% | -0.2
Cc1cc(C)c2nc(C)cc(Nc3ccc(C(=O)NCCO)cc3)c2c1 | 4.8% | -3.5% | -13.0% | 105.4%[activator] | 34.6%[activator] | -10.6% | 0.6% | -5.5% | -9.4
CC(=O)NC(CCS(C)(=O)=O)C(=O)N1CCc2ccccc21 (configuration not stated) | 9.6% | 0.1% | -4.8% | 1.6% | 23.8% | -11.3%[60.1 µM] | -1.3% | -2.6% | -2.0
CC(C)n1cnc2c(NCc3ccccc3)cc(N[C@H](C)CO)cc21 | / | 6.9% | ? | / | ? | -9.0% | / | -9.8% | 22.8
CCCc1c(C(=O)N2CCN(c3ccccc3OC)CC2)cnn1-c1ccccc1 | 1.9% | 27.1% | -5.8% | -11.1% | 137.4%[activator] | -10.6% | -3.7% | -6.2% | -6.0
CC(O)[C@@H]1NC(=O)[C@H](CCCN)NC(=O)[C@@H](Cc2c[nH]c3ccccc23)NC(=O)[C@H](Cc2ccc(O)cc2)NC(=O)[C@@H](NC(=O)[C@H](N)Cc2ccccc2)CSSC(C)(C)C(C(=O)N[C@H](C(N)=O)[C@@H](C)O)NC1=O (some centres not stated) | / | -0.6% | / | 1.1% | / | 11.7%[60.1 µM] | 5.4% | -4.3% | /
Fc1cccc2sc(N3CCOCC3)nc12 | 13.9% | 7.2% | -12.9% | 3.1% | -2.0% | -1.4% | -8.5% | 8.9% | -4.7
Cc1ccc(NC(=O)CN2CCCCCC2)cc1Br | 0.5% | -6.3% | -19.1% | -8.4% | 50.4%[activator] | 6.8% | -23.8% | -0.7% | -8.5
CC(C)OCC1Cn2c(nc3c2c(=O)n(C)c(=O)n3C)O1 (configuration not stated) | 0.2% | 3.3% | -12.8% | -3.5% | 6.7% | -1.5% | -1.6% | -3.8% | -2.6
COc1cccc(NC(=O)C2CCC(CNS(=O)(=O)c3cccs3)CC2)c1 (configuration not stated) | 1.3% | -6.4% | -5.9% | -2.1% | -14.8% | -4.6% | -4.5% | -2.9% | -4.6
Nc1cc(=O)n(Cc2ccccc2)c(=O)n1Cc1ccccc1 | / | / | -16.7% | / | -9.4% | -8.4% | / | 3.0% | -3.8
CCN(c1ccc(OC)cc1)c1ncnc2nc[nH]c12 | -1.1% | -1.5% | -3.7% | 0.8% | 24.0% | 13.0% | 9.2% | -3.8% | 0.2
CCOC(=O)C1=C(C)N=c2s/c(=C/c3ccccc3)c(=O)n2C1c1ccc(OC)c(OC)c1 (configuration not stated) | 28.1% | -3.3% | -14.0% | -0.3% | 14.0% | -4.4% | -15.2% | 0.3% | -1.8
COc1ccc(NC(=O)Cc2c(C)n(C(=O)c3ccc(Cl)cc3)c3ccc(OC)cc23)cc1 | 1.4%[57.1 µM] | 13.0% | -12.6% | -0.3% | 60.3%[activator] | -8.6% | 4.6% | -2.0% | -8.3
Cc1cc(C)c(-c2csc(NC(=O)COC(=O)c3ccc4c(c3)OCO4)n2)c(C)c1 | 29.0% | -2.6% | -18.5% | -0.8% | 0.4% | 4.5% | -9.0% | -4.1% | -0.7
COc1ccc(S(=O)(=O)NCCOc2ccccc2)cc1OC | 12.4% | -16.8% | -2.1% | -4.6% | -5.5%[58.9 µM] | -3.6% | -0.6% | -2.2% | 1.5
CC(C)OC(=O)c1cc(NC(=O)C2C3C=CC(O3)C2C(=O)O)cc(C(=O)OC(C)C)c1 (configuration not stated) | 9.5% | 35.6% | -5.0% | -2.4% | 2.2% | -9.2% | -8.0% | -4.1% | 0.7
CCN1CCN(C(=O)c2ccc3c(c2)N(Cc2ccccc2F)C(=O)c2ccccc2S3=O)CC1 (configuration not stated) | 13.6% | / | -18.4% | -0.5% | 19.0% | -4.9% | -5.3% | -1.9% | -5.8
COc1ccc(NC(=O)c2ccc(-c3ccccc3)cc2)cc1S(=O)(=O)N1CCOCC1 | -18.4% | -1.2% | 5.8% | -5.3% | 95.2%[activator] | 12.5% | -12.8% | -4.4% | -12.2
O=C(CN1CCC(n2nnc3ccccc32)CC1)NCc1cccs1 | 19.5% | 1.1% | -7.7% | 1.8% | 11.3% | -4.8% | -7.3% | -2.1% | -5.1
Carrying on.
SMILES | Pol beta inh | APEX1 inh | POLH inh | BLM helicase inh | Pol iota inh | Pol kappa inh | Anesthetic bind | Glioma ERSR ind | LDHA block
COc1ccc(NC(=O)c2ccc(NC(=O)CN3CCC(C(N)=O)CC3)cc2)cc1 | / | -14.1% | -3.8% | / | 87.7%[activator] | -5.1% | / | -1.0% | -10.6
COc1cccc(NC(=O)c2cccc(C)c2[N+](=O)[O-])c1 | -7.5% | -0.9% | -15.7% | -0.7% | -1.4% | -0.1% | ? | 7.3% | 0.7
O=C(O)C1(Nc2ccccc2Cl)CCCC1 | / | / | -16.6% | / | 12.1% | 9.1% | / | -2.5% | -4.0
CCOc1ccc2[nH]cc(C(=O)NCc3ccccc3)c(=O)c2c1 | ? | -5.5% | -12.9% | -5.3% | 35.9%[activator] | -14.7% | -16.0% | 4.4% | -6.7
CCn1c(=O)cc(SCC(=O)NCc2ccc(OC)cc2OC)c2ccccc21 | 49.5% | / | -11.2% | 2.0% | 29.4% | -9.5% | -4.3% | -0.8% | -8.3
O=C(COC(=O)CCSc1ccccc1)Nc1ccc(F)cc1Cl | -0.7% | -3.6% | -10.2% | -9.7% | 24.0% | -23.8% | ? | -0.4% | -7.8
COc1cc(C(C)=O)ccc1OCC(=O)N(CCC1=CCCCC1)c1c(N)n(Cc2ccccc2)c(=O)[nH]c1=O | / | -13.8% | -18.3% | / | 19.8% | -13.7% | / | -2.8% | -8.4
O=c1c2c3c(sc2n(Cc2ccc(F)cc2Cl)c(=O)n1-c1ccc(Cl)cc1)CCC3 | 34.3% | / | -2.0% | -1.7% | 13.8% | 9.8% | 52.8%[activator] | -4.5% | 1.0
CCOc1cc(S(=O)(=O)NCc2ccccn2)c(C)cc1C | -4.3% | 17.7% | / | -3.7% | / | / | -8.8% | / | /
c1csc(CNc2ncnc3ccc(-c4ccc5c(c4)OCCO5)cc23)c1 | / | 14.7%&7.1% | -12.7% | / | 1.5% | -16.5% | / | -5.2% | 0.3
CCC1(C)Cc2nc(Cl)c(C#N)cc2CO1 (configuration not stated) | 22.6% | 2.7% | -6.7% | -0.6% | 31.8% | -6.7% | -9.8% | -4.2% | -0.2
NS(=O)(=O)c1ccc(NNC(=O)c2cccs2)cc1 | -17.4% | 0.2% | -9.3% | 1.5% | 40.0%[activator] | 5.4% | -13.8% | 1.8% | -1.7
COCC(=O)N1CCC[C@@]2(CCN(Cc3nccs3)C2)C1 | / | 1.6% | / | -0.8% | / | 8.7%[60.1 µM] | / | -1.9% | /
CC(C)CCNC(=O)CN(C)S(=O)(=O)c1cccc2nsnc12 | 21.0% | 13.3% | -8.3% | -5.4% | -6.3% | -8.2% | -11.6% | -4.5% | 0.7
COc1ccc(S(=O)(=O)Nc2ccccn2)cc1C(=O)Nc1ccccc1 | 28.6% | -5.4% | -19.1% | 1.8% | 14.4% | -5.4% | -4.8% | -1.9% | -1.3
CS(=O)(=O)N1N=C(c2ccco2)CC1c1ccco1 (configuration not stated) | ? | 32.2% | 22.4µM* | -17.6% | ? | 79.4µM* | -13.2% | -1.2% | 5.8
O=C(Nc1noc2ccccc12)c1ccc(F)cc1 | -16.1% | / | / | -0.4% | 21.6% | 0.0% | -6.7% | / | -5.0
Cc1nn(C(C)C(=O)Nc2cccc(F)c2)c(=O)c2c1sc1ccccc12 (configuration not stated) | ? | / | -12.3% | -0.7% | -11.8% | -6.8% | -15.1% | -3.9% | -14.4
COc1c(F)c(F)c(C(=O)Nc2c(C)cc(Br)cc2C)c(F)c1F | 1.6% | 2.1% | -10.9% | 2.5% | 22.3% | 11.7% | -2.1% | 0.7% | 0.6
O=C(NC(=S)Nc1cc(C(F)(F)F)ccc1N1CCOCC1)c1ccc(-c2cccc(Cl)c2)o1 | 38.7% | 3.3% | -12.1% | -9.3% | -9.0% | -8.0% | -6.3% | -3.6% | 1.7

3 structures out of the list, ordered by length of the SMILES, largest number first:
SMILES | Pol beta inh | APEX1 inh | POLH inh | BLM helicase inh | Pol iota inh | Pol kappa inh | Anesthetic bind | Glioma ERSR ind | LDHA block
CC(O)[C@@H]1NC(=O)[C@H](CCCN)NC(=O)[C@@H](Cc2c[nH]c3ccccc23)NC(=O)[C@H](Cc2ccc(O)cc2)NC(=O)[C@@H](NC(=O)[C@H](N)Cc2ccccc2)CSSC(C)(C)C(C(=O)N[C@H](C(N)=O)[C@@H](C)O)NC1=O (some centres not stated) | / | -0.6% | / | 1.1% | / | 11.7%[60.1 µM] | 5.4% | -4.3% | /
CC(C)OC(=O)c1cc(NC(=O)C2C3C=CC(O3)C2C(=O)O)cc(C(=O)OC(C)C)c1 (configuration not stated) | 9.5% | 35.6% | -5.0% | -2.4% | 2.2% | -9.2% | -8.0% | -4.1% | 0.7
CCn1c(=O)cc(SCC(=O)NCc2ccc(OC)cc2OC)c2ccccc21 | 49.5% | / | -11.2% | 2.0% | 29.4% | -9.5% | -4.3% | -0.8% | -8.3

From PubChem

The list is partial; count on the stated rates, not on these rows.
